Source: PubChem (several laboratories)
PKA-R1A act: PKA-R1A complex activation; P00514+P68181; PKA-R1A dissociation, Cy5-IP20 fluorescence polarization; scaled: DMSO 0%, 113 µM cGMP 100%; activation, % at 11.4 µM; 340,000 compounds, 0.083% hits;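 active means percent activation above the mean of all tested compounds plus 3 SD, cut at about 19% in these data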;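 further: higher means more PKAc released from R1A so a rise in polarization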
HTR5A inv ag: counter-screen for OPRM1-OPRD1 inverse agonists: human HTR5A inverse agonism. AID 504634. inhibition, % at 9.3 µM. HTR5A cell line, luminescence. 340,000 compounds, 0.083% hits. P47898; in the data active means inhibition mostly above about 23%, no sharp cut-off; inactive means mostly below about 18%;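 further: 0% = cells with DMSO and 100% = no-cell wells with DMSO; some compounds called inactive have numbers as strong as hits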
DAGLB inh: blocks human DAGLB lipase activity; Q8NCG7; HEK293T DAGLB membrane lysate, EnzChek fluorogenic substrate; inhibition, % at 5.17 µM; 340,000 compounds, 0.059% hits; AID 504411; in the data active means inhibition above about 34%;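 further: 0% = enzyme with vehicle and 100% = wells lacking enzyme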
OPRM1-OPRD1 ag: OPRM1-OPRD1 heterodimerization agonism; P35372+P41143; cells, luminescence; activation, % at 9.3 µM; 340,000 compounds, 0.3% hits; AID 504326; in the data active means activation above about 18%;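 further: 0% = vehicle-treated cells and 100% = reference agonist; values of inactives mirror those of a sister screen read the other way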
DSG3 Ab inh: inhibitors of pemphigus antibody binding to human desmoglein-3; binding (percent of control), % at 10 µM; AID 588358; DSG3-coupled beads, scFv-anti-DSG3-GFP binding, flow cytometry; stronger effect = lower value; 310,000 compounds, 0.48% hits;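 active means binding more than 3 SD below its plate's average and above zero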; further: some compounds called inactive have numbers as strong as hits
Target sequence (P32926 whole entry, looked up): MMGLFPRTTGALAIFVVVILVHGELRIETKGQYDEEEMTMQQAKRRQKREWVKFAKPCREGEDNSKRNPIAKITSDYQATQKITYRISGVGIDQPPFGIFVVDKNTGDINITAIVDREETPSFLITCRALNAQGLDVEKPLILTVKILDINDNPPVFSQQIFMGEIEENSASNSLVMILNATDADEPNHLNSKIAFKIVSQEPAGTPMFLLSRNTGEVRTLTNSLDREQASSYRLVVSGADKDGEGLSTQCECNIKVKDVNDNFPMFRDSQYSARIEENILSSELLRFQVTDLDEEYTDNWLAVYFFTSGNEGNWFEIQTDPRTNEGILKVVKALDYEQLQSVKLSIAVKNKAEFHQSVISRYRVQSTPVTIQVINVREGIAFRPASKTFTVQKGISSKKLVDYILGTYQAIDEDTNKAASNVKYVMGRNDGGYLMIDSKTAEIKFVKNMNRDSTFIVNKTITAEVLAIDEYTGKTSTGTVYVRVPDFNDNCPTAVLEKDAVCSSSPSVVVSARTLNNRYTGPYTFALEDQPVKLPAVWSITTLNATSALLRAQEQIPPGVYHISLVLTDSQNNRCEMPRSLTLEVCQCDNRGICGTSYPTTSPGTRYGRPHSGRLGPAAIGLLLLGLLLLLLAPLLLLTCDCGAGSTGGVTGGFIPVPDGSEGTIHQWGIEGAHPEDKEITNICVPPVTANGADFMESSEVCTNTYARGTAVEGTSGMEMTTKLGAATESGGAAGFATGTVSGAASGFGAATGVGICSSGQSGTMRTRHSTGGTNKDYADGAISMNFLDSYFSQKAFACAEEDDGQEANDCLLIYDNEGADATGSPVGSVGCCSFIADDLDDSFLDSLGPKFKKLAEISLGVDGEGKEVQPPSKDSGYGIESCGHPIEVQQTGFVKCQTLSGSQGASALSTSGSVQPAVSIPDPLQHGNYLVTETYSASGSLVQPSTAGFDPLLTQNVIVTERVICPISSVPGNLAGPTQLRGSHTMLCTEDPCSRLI
Arrestin-AP2 inh: inhibitors of human beta-arrestin and AP2 interaction; FITC-arrestin peptide / GST-AP2 beads, flow cytometry; AP2 beta2 appendage carries R879A mutation; inhibition, % at 10 µM; 340,000 compounds, 0.31% hits;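 active means inhibition above a set limit, near 3 SD of compounds lacking own fluorescence, cut at about 54% in these data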;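 further: plate controls were DMSO wells for no effect and 5 µM unlabelled arrestin peptide for full effect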
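System: GST-AP2 R879A glutathione beads; medium: PBS, Tween 20 0.05%, BSA 0.1%; reagent: fluorescein-tagged arrestin peptide at 50 nM final; schedule: pre-incubation 12 min, peptide binding 1 h, room temperature; detection: flow cytometry, FL1 (488/535 nm); read-out: inhibition as reduced fluorescein signal on beads, percent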
OPRM1-OPRD1 inv: inverse agonist of human OPRM1-OPRD1 heterodimerization. cell-based MOR-DOR heterodimer luminescence, inverse agonism. 340,000 compounds, 0.21% hits. inhibition, % at 9.3 µM. AID 504357. P35372+P41143; in the data active means inhibition above about 22%, passing the limit was not always enough;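 further: 0% = cells with DMSO and 100% = wells without cells with DMSO; values of inactives mirror those of a sister screen read the other way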
PKA-R2B act: PKA-R2B complex activation; P22694+P31323; PKA-R2B holoenzyme dissociation, Cy5-IP20 fluorescence polarization; R2B truncated from residue 108, S112A mutant; 0% DMSO only, 100% 113 µM cGMP; activation, % at 11.4 µM; 340,000 compounds, 0.079% hits;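 active means activation above a cutoff set at the mean over all compounds plus 3 SD, cut at about 18% in these data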;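 further: higher means more holoenzyme dissociation and a rise in polarization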
V-ATPase pHluor: alters yeast V-ATPase proton transport | 350,000 compounds, 0.37% hits | S. cerevisiae, pHLuorin cytosolic pH fluorescence | AID 504577 | response, % at 10 µM; in the data active means response mostly above about 7.3%, no sharp cut-off; inactive means mostly below about 5.4%; further: actives read high; inactives centre near 0; some compounds called inactive have numbers as strong as hits; reference of the scale not given here
HTR5A ag: activates human HTR5A in OPRM1-OPRD1 agonist counter-screen; P47898; activation, % at 9.3 µM; HTR5A agonist assay, luminescence, cell-based; 340,000 compounds, 0.61% hits; in the data active means activation mostly above about 9.5%, no sharp cut-off; inactive means mostly below about 7.6%;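 further: 0% = cells with vehicle only and 100% = reference agonist; strong numbers were not always called active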
Active calls of the source: *; . = no result given. Random draw from the library; overall some 2.4% were active at least once.

SMILES	PKA-R1A act	HTR5A inv ag	DAGLB inh	OPRM1-OPRD1 ag	DSG3 Ab inh	Arrestin-AP2 inh	OPRM1-OPRD1 inv	PKA-R2B act	V-ATPase pHluor	HTR5A ag
O=C(CCc1nc2ccccc2c(=O)[nH]1)N1CCCc2ccccc21	-7	-9	4	-4.0	94	-5	20	-7	-3	0
O=C(O)/C(=C\c1cn(-c2ccccc2)nc1-c1cccnc1)NC(=O)c1ccccc1	-3	0	-1	-3.7	100	-37	20	-1	-3	0
Cc1cc(N2CCOCC2)ncc1[N+](=O)[O-]	-5	-7	0	-2.2	96	-2	11	-2	-53	2
C=C(C)C(=O)Nc1ccc(NC(C)C)cc1	-5	0	-1	-1.9	92	-18	11	-3	0	0
CN(C(=O)c1cccc(NC(=O)Cc2cccc(NC(=O)C3CCCN(C(=O)C4CC4)C3)c2)c1)C1CCC1 (configuration not stated)	2	-11	0	-0.8	103	-9	4	-8	0	3
CCOc1ccc(N/C(N)=N/c2nc(C)c(C)c(=O)[nH]2)cc1	-10	-17	-1	-4.0	100	-20	18	4	-2	5
COc1ccc(C2=CC3=C(Br)C(=O)C(C)(O)C(=O)C3=CO2)cc1 (configuration not stated)	1	-28	17	1.5	91	-2	-8	-4	-1	10
O=C(CN1CCOCC1)Nc1nc(-c2ccccc2)cs1	4	-6	0	-1.9	97	-16	11	-1	0	1
Cc1nc(-c2ccc(C#N)cc2)cs1	-4	-13	-3	0.7	109	37	-4	-13	3	15*
Cc1ccc(NC(=O)c2c3c(nc4ccccc24)CCC3)cc1S(=O)(=O)N(C)C	2	9	3	-2.1	45*	17	12	-3	-2	-4
COc1ccc(CC(=O)O/N=C(\N)c2ccc(Br)cc2)cc1OC	-16	-12	-5	3.0	117	1	-15	-4	2	4
O=C(CN1C(=O)COc2ccccc21)N(Cc1ccc2c(c1)OCO2)CC1CCCO1 (configuration not stated)	-5	-21	0	-4.0	100	52	22	-6	0	0
CCOc1ccccc1N(CC)C(=O)c1ccc2c(=O)n3c(nc2c1)CCCCC3	-12	22	2	-2.5	99	0	13	-15	-3	-3
O=C(C[C@H]1C/C=C\CC[C@@H](Cc2ccc(F)cc2)C(=O)OC[C@H]2CCCN2C1=O)N[C@@H](CO)Cc1ccccc1	6	4	-3	0.8	100	-3	-4	8	-4	0
COc1ccc(CCN2CC(C(=O)N3CCC(O)(c4ccccc4)CC3)CCC2=O)cc1 (configuration not stated)	-9	19	-1	-2.6	79	-1	14	-2	2	12
Cc1ccccc1-c1nc(CN2CCCC(C(=O)NCCCN3CCOCC3)C2)c(C)o1 (configuration not stated)	1	5	1	-1.0	110	4	5	1	-2	-2
CCN(CCO)Cc1cc(=O)oc2cc3c(cc12)CCC3	-4	-8	-1	-1.6	96	10	8	-16	-1	2
Cc1cc(C)cc(N(CC(=O)NCc2cccnc2)S(C)(=O)=O)c1	-8	-6	-2	-2.3	99	9	13	-8	4	2
COc1ccc(C2=NO[C@@H]3C(=O)N(Cc4ccccc4)C(=O)[C@H]23)cc1OC	-6	25	-6	-1.0	101	-6	5	-8	-3	7
C=CCNC(=S)NC(=O)c1oc2ccccc2c1C	11	-9	-19	6.7	95	1	-39	-6	-2	3
COc1ccc(C(=O)NNC(=O)c2ccccc2[N+](=O)[O-])cc1Br	4	23	0	-1.1	73	-9	5	-4	4	3
O=C(Nc1ccc2c(c1)OCCO2)C1CC(c2ccccc2Cl)=NO1 (configuration not stated)	-12	-8	-3	-0.3	106	21	1	5	-1	2
O=C(CCCCCn1nnc2ccccc2c1=O)Nc1ccccc1F	4	14	2	-3.6	91	10	17	4	7	-4
COc1ccc(-c2noc(CSc3nc(N)c(-c4ccccc4)c(=O)[nH]3)n2)cc1OC	4	-6	-1	1.2	102	4	-7	1	9	9
O=c1ccnc(SCCC(F)=C(F)F)[nH]1	8	9	-2	0.1	90	35	-1	2	-1	-3
Cc1cc(C)c(C)c(S(=O)(=O)N2CCC(C(=O)OCC(=O)NC3CCS(=O)(=O)C3)CC2)c1C (configuration not stated)	3	6	-3	-1.1	88	31	6	-6	1	-2
CNC(=O)/C=C/c1cc(C(=O)c2ccc(Cl)cc2Cl)cn1C	8	10	0	-2.5	94	-7	15	10	1	-2
Cn1c(=O)n(CC(=O)NC2CCCCC2)c(=O)c2ccccc21	-8	5	0	-3.1	109	17	13	2	5	-2
CC(C)(C)c1ccc(S(=O)(=O)Nc2ccc(C(=O)N3CCCC3)cc2)cc1	-5	15	-2	-3.9	107	-3	13	-6	1	3
COc1cc(OC)cc(-n2nnnc2SCC(=O)Nc2ccc(C(C)=O)cc2)c1	-10	-22	3	1.7	102	12	-10	-10	1	-2
CCOC(=O)c1sc(NC(=S)NC(=O)c2ccco2)nc1C	2	-18	-1	-3.7	118	0	20	-4	-5	-3
COC(=O)Cn1c2c(c3cc(C)ccc31)CCCC2NC(C)c1ccccc1 (configuration not stated)	-5	-7	-8	2.2	.	-4	-11	5	3	3
O=C(Nc1ccccc1N1CCCCC1)c1ncoc1-c1cccc(F)c1	-7	-5	-2	-2.1	98	5	10	-11	-7	2
CC(C)n1ncc2c(C(=O)NCCOc3ccccc3F)cc(C3CC3)nc21	-21	-2	-11	1.4	.	-16	-6	-12	1	1
Cc1cc(C)n2c(SCC(=O)Nc3ccccc3C#N)nnc2n1	-1	-31	2	-1.6	108	-2	7	-3	-1	13
CC(=O)Oc1ccc2c(=O)c(Oc3ccccc3)coc2c1OC(C)=O	-18	-3	8	-0.4	101	4	2	-12	1	1
CCOc1ccc(NC(=O)C2CCN(S(=O)(=O)c3cccs3)CC2)cc1	-9	-33	-3	0.7	.	3	-4	-7	1	1
COCCCNC(=S)N1CCC(NC(=O)c2ccco2)CC1	6	-1	3	-0.7	117	-4	3	-8	2	1
CCOC(=O)N1CCN(C(=O)CN(c2cccc(C)c2)S(=O)(=O)c2ccccc2)CC1	0	10	-2	-1.2	105	-1	7	-5	-3	4
CCN1C(=O)c2cccc3c(NC(=O)c4ccc(S(=O)(=O)N(C)C)cc4)ccc1c23	6	27	3	-1.4	103	6	7	-2	0	-12

3 entries out of the list, sorted by SMILES length, low to high.
SMILES	PKA-R1A act	HTR5A inv ag	DAGLB inh	OPRM1-OPRD1 ag	DSG3 Ab inh	Arrestin-AP2 inh	OPRM1-OPRD1 inv	PKA-R2B act	V-ATPase pHluor	HTR5A ag
COCCCNC(=S)N1CCC(NC(=O)c2ccco2)CC1	6	-1	3	-0.7	117	-4	3	-8	2	1
O=C(Nc1ccccc1N1CCCCC1)c1ncoc1-c1cccc(F)c1	-7	-5	-2	-2.1	98	5	10	-11	-7	2
CC(C)n1ncc2c(C(=O)NCCOc3ccccc3F)cc(C3CC3)nc21	-21	-2	-11	1.4	.	-16	-6	-12	1	1

The list continues.
SMILES	PKA-R1A act	HTR5A inv ag	DAGLB inh	OPRM1-OPRD1 ag	DSG3 Ab inh	Arrestin-AP2 inh	OPRM1-OPRD1 inv	PKA-R2B act	V-ATPase pHluor	HTR5A ag
O=S(=O)(NCCCN1CCOCC1)c1ccc2ccccc2c1	-18	-2	-2	-3.6	109	37	17	-1	0	-2
Cc1[nH]c2ccccc2c1C(=O)/C=C/c1ccccc1Cl	-4	-15	-6	4.4	111	-7	-23	-12	-1	4
Cc1nn(C)cc1C1C(C#N)=C(N)N(c2ccc(F)c([N+](=O)[O-])c2)C2=C1C(=O)CCC2 (configuration not stated)	1	-11	1	0.2	120	19	-1	16	-1	0
COC(=O)C(C)n1cnc2c(nnn2-c2ccccc2)c1=O (configuration not stated)	-5	-4	4	-2.6	104	5	15	5	3	1
O=C(O)Cn1c(=O)c2c(c3ccccc31)CCC2	2	1	-7	-3.5	.	7	16	-3	0	0
COC(=O)[C@]1(C)N[C@H](CN(C)S(=O)(=O)c2ccc(C(F)(F)F)cc2)[C@@H]2C(=O)N(C)C(=O)[C@@H]21	-2	-3	1	0.0	115	48	0	-3	3	1
Cn1c(SCC(=O)Nc2cccc(F)c2)nc2c(c1=O)SCC2	-7	-12	2	-0.2	95	12	1	-6	5	1
O=C(O)C1Cc2c([nH]c3ccccc23)C(c2ccc3c(c2)OCO3)N1 (configuration not stated)	-16	3	0	0.6	119	27	-3	-7	-1	-1
FC(F)(F)c1cccc(N2CCN(c3ccc4nnc(-c5ccccc5)n4n3)CC2)c1	-8	6	-2	1.0	103	11	-6	-4	2	0
CC1CCCCN1S(=O)(=O)c1ccc(NC(=O)c2cccs2)cc1 (configuration not stated)	-5	7	-3	4.2	103	1	-24	-5	-3	1
CN1C(=O)NC(c2cccc(O)c2)C(C(=O)c2cccs2)C1(O)C(F)(F)F (configuration not stated)	4	14	3	-1.6	97	37	9	4	1	5
O=C1Nc2ccccc2S/C1=C/NCc1ccccc1Cl	-4	3	3	0.3	100	7	-2	10	12	-1
COc1ccccc1CNC(=O)C1CC2Cn3c(nc4cc(Cl)c(Cl)cc43)C2N1C (configuration not stated)	6	0	0	-3.2	115	-3	15	6	-2	4
Cc1nc(NC(=O)C2CCCCC2)sc1C	-7	-7	0	-0.8	108	2	4	-2	4	13
O=C1NCCCC1C(=O)N1CCN(C(c2ccccc2)c2ccccc2)CC1 (configuration not stated)	-1	2	-4	-1.9	121	-8	9	3	-2	-2
O=C(Cn1c(=O)oc2ccccc21)Nc1ccc(Br)cc1	7	-27	-5	2.0	99	41	-9	6	2	7
CSc1nc(=S)n(-c2ccc([N+](=O)[O-])cc2)c(C)c1C(C)=O	-3	7	-3	-1.2	113	6	6	6	-4	1
Cc1noc(C)c1NC(=O)N(C)C[C@H]1Oc2ccc(NC(=O)c3ccncc3)cc2C(=O)N([C@H](C)CO)C[C@@H]1C	3	-3	-2	-1.9	91	-4	9	2	1	1
CC(C)NC(=O)N(C)C[C@H]1Oc2ccc(NC(=O)C3CC3)cc2C(=O)N([C@H](C)CO)C[C@@H]1C	0	-3	-1	4.8	108	5	-26	-9	-6	1
C=CCn1c(SCC(=O)Nc2cc(Cl)ccc2C(=O)O)nc2sc(C)c(C)c2c1=O	-2	-10	6	2.4	101	2	-12	-4	10	3
COCCn1c(=NC(=O)c2ccccc2[N+](=O)[O-])sc2cc(S(C)(=O)=O)ccc21	8	5	-1	3.6	107	28	-18	-12	-1	6
COc1ccc(NC(=O)COC(=O)CC2CCCC2)cc1Cl	-16	4	-2	0.9	74	-9	-6	-20	-6	-2
O=C(NCCCc1nc2ccccc2[nH]1)c1ccco1	-3	1	4	0.0	100	14	0	-2	-2	0
CCOC(=O)c1csc(NC(=O)c2ccccc2)n1	-10	7	-2	0.7	95	39	-4	-10	3	-2
CC(OC(=O)Cn1ccccc1=O)C(=O)Nc1cc(Cl)cc(Cl)c1 (configuration not stated)	-5	0	-1	-3.9	.	40	16	1	1	0
COc1ccc(NS(=O)(=O)c2ccc(NS(C)(=O)=O)cc2)cc1	2	-3	2	-0.4	102	3	2	10	-1	3
COc1cc(OC)cc(C(=O)NCC(=O)OC2CCOC2=O)c1 (configuration not stated)	-9	3	0	0.2	.	-8	-1	4	-3	-1
Fc1ccc(C2CC(c3cccs3)=NN2c2ccccc2)cc1 (configuration not stated)	-2	-11	-5	2.2	97	16	-12	7	-2	4
